From PubChem BioAssay
Rac1 act GTP bind – alters GTP binding to activated mutant human Rac1; GST-Rac1 activated beads, fluorescent GTP binding, flow cytometry; actives lie on both sides; 100% means binding = to untreated wells; AID 764; hit rate 0.11% among 190,000; percent activity (GTP binding), % at 10 µM; P63000;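 active = GTP binding at least 20 percentage points away from the 100% baseline, in either direction, so actives lie on both sides; inconclusive = Compound likely fluorescent itself, or too few beads counted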
Rac1 wt modul – modulators of human Rac1 wildtype GTP binding; P63000; GST-Rac1 beads, fluorescent GTP binding, flow cytometry; actives lie on both sides; 0 = cold GTP competed, 100 = untreated; GTP binding activity (% of control), % at 10 µM; hit rate 0.27% among 190,000; AID 757;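 active = GTP binding activity at least 20 points away from the 100% control level, either lower or higher; inconclusive = compound flagged as likely green fluorescent, judged across all proteins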
Cdc42 wt GTP – changes GTP binding to wildtype human Cdc42. hit rate 0.2% among 190,000. P60953. GST-Cdc42 beads, Bodipy-GTP binding, flow cytometry; actives lie on both sides. percent activity (GTP binding), % at 10 µM;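 active = percent activity GTP binding at least 20 points away from the 100% baseline, either down as inhibitor or up as activator; inconclusive = compound flagged as likely green fluorescent from well-wide comparison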;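 also: median bead fluorescence of bound Bodipy-FL-GTP at 100 nM; 0% = excess unlabeled GTP control and 100% = no compound control; below 100% means less GTP binding so inhibitor and above means activator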
Target sequence (P60953 whole entry, looked up): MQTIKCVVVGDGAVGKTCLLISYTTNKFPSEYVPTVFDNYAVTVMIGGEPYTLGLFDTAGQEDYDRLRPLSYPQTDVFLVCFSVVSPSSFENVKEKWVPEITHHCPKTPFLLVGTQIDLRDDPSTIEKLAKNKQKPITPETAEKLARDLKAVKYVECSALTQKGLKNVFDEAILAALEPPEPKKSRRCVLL
Rab2 wt GTP – changes GTP binding to wildtype dog Rab2A, up or down. GTP binding activity, % at 10 µM. P61105. AID 760. hit rate 0.19% among 190,000. GST-Rab2 wt beads, Bodipy-GTP binding, flow cytometry;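 active = GTP binding activity at least 20 points away from 100%, either lowered or raised; inconclusive = signal likely due to the compound's own green fluorescence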;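 also: 0% = beads with excess unlabeled GTP and 100% = no-compound control corrected for plate trend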
Pf gametocyte – inhibitors of late stage P. falciparum gametocyte viability | hit rate 0.065% among 150,000 | inhibition, % at 10.9 µM | P. falciparum stage V gametocytes, ATP luminescence, 24 h | AID 743093;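 active = inhibition above the mean plus 3 SD of compounds within the control limits, set per campaign, cut at about 38% in these data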;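 also: 0% = DMSO wells and 100% = medium only without gametocytes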
Rab7 wt modul – alters GTP binding to wildtype dog Rab7; hit rate 0.055% among 190,000; GTP binding activity (percent of control), % at 10 µM; GST-Rab7 beads, fluorescent GTP binding, flow cytometry; actives lie on both sides; untreated = 100%, excess cold GTP = 0%; AID 758;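 active = fluorescent GTP binding to Rab7 beads changed by at least 20 points from the 100% baseline, either direction, mostly lower; inconclusive = compound itself probably fluorescent, or too few beads counted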;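 also: median green fluorescence of bound Bodipy-FL-GTP per Rab7 bead population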
ABCG2 block – inhibitors of human ABCG2 transporter, ABCB1 counter-screen. Q9UNQ0. IgMXP3 cells, JC-1 efflux, flow cytometry. inhibition, % at 6.6 µM. hit rate 0.1% among 190,000. AID 1325;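 active = inhibition above 80%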;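 also: 0% = DMSO and 100% = nicardipine control wells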
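Test system: IgMXP3 (ABCG2) plus far-red-tagged CCRF-Adr (ABCB1) cells. Reagent: JC-1 dye as substrate. Timing: 10 min exposure at 25 °C with rotation, no wash. Measured by: flow cytometric JC-1 green MFI at 530 nm. Read-out: percent efflux inhibition, scaled nicardipine 100% to DMSO 0%. Control set: nicardipine and DMSO wells.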
ABCB1 block – blocks JC-1 efflux by human ABCB1 transporter; inhibition, % at 6.6 µM; hit rate 0.067% among 190,000; CCRF-Adr cells, flow cytometry; in the data active = inhibition above about 40%;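 also: 0% = vehicle and 100% = reference inhibitor; higher value means more JC-1 retained so stronger ABCB1 efflux block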
HRas wt GTP bind – modulators of GTP binding to human HRas wildtype | hit rate 0.14% among 190,000 | GTP binding activity, % at 10 µM | GST-Ras wt beads, Bodipy-FL-GTP binding, flow cytometry; actives lie on both sides;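 active = GTP binding activity at least 20% away from the 100% baseline, either lowered as inhibitor or raised as activator; inconclusive = flagged as likely green fluorescent, judged across all proteins in the well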;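 also: 0% = unlabeled GTP competition control and 100% = no-compound control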
Target sequence (P01112 whole entry, looked up): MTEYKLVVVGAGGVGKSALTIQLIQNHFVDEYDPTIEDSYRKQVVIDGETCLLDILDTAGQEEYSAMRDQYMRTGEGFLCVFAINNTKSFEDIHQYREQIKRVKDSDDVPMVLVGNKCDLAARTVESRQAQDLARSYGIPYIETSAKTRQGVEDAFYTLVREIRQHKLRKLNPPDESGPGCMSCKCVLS
Avidin bead fluor – compound fluoresces at 488/530 nm on avidin beads. compound fluorescence 488/530 nm, flow cytometry; active compounds read high. fluorescence (KMESF) at 10 µM. hit rate 0.38% among 220,000. AID 1775; in the data active = fluorescence above about 47; also: inactives centre near 10
Mcl1-Noxa inh – disrupts binding of human Mcl-1 to Noxa peptide; AID 1022; hit rate 1.5% among 220,000; inhibition, % at 21.7 µM; TR-FRET Mcl-1/Noxa peptide binding, 2 h;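 active = compounds that cut the protein-peptide binding signal by more than 50% relative to plate controls in a single-dose test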;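 also: His-tagged Mcl-1 with rhodamine Noxa BH3 peptide and terbium anti-His antibody; 0% = Mcl-1 plus Noxa peptide wells and 100% = peptide-only wells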
Target sequence (Q07820 whole entry, looked up): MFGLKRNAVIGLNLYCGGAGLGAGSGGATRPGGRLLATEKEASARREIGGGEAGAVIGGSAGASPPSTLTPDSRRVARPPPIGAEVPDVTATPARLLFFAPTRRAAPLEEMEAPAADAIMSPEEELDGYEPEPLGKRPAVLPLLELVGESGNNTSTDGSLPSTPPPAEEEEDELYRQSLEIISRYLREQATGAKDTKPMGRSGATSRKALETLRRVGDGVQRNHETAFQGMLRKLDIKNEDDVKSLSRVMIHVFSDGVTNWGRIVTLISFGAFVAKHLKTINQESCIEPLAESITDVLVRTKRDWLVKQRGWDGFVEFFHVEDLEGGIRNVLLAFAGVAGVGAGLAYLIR
* hit, by the source's call; ? = inconclusive; / = no result given; & = joins results of further samples. Rows are unselected; overall some 2.3% were active at least once.

SMILES	Rac1 act GTP bind	Rac1 wt modul	Cdc42 wt GTP	Rab2 wt GTP	Pf gametocyte	Rab7 wt modul	ABCG2 block	ABCB1 block	HRas wt GTP bind	Avidin bead fluor	Mcl1-Noxa inh
C=CCn1c(=O)c2ccccc2n2c(SCC(=O)NCCc3ccccc3)nnc12	99	103	100	100	/	96	16	1.4	98	13	21
Cc1ccc(C(=O)NCCCCNC(=O)c2ccc(C)o2)o1	101	109	102	101	/	101	9	-0.1	101	11	0
CCSc1nnc(CNC(=O)C23CC4CC(CC(C4)C2)C3)n1Cc1ccccc1	96	103	99	100	/	102	14	1.4	99	11	15
CCN1C(=O)C(Cc2nc3ccccc3c(=O)n2-c2ccccc2)c2ccccc21 (stereo unspecified)	100	103	102	103	-7	103	6	4.9	101	7	-10
COc1ccc(CC(=O)NNC(=O)c2cccs2)cc1OC	101	105	101	97	1	99	-1	0.1	100	10	19
CC(NC(=O)c1ccc(Cn2cc([N+](=O)[O-])cn2)o1)c1ccccc1 (stereo unspecified)	97	95	97	99	/	99	6	0.9	97	11	-12
Cc1ccccc1OCC(=O)NC(=S)Nc1ccc(Br)c(C)n1	99	97	101	102	/	101	1	-0.1	103	11	12
COCCNC(=O)C(c1ccc(F)cc1)N(C(=O)CCC(=O)Nc1nccs1)c1cccc(C)c1 (stereo unspecified)	96	99	99	98	8	99	1	-0.3	100	15	0
Cc1ccc(-n2c(-c3cn(C)nc3C)n[nH]c2=S)cc1	96	100	96	97	/	92	-11	-2.1	97	9	30
Cc1occc1-c1nnc(SCC(=O)N2CCN(c3ccccc3)CC2)n1C	97	100	98	99	/	101	-2	0.7	100	13	13
Cc1cccc(NC(=O)CN(C)S(=O)(=O)c2ccc(Br)cc2)n1	100	103	103	104	-19	98	5	0.9	103	7	14
COc1cccc(NC(=O)N2CCN(c3cccc(C)c3C)CC2)c1	93	91	95	92	-12	93	17	1.0	95	12	/
CCn1c(SCC(=O)NNC(=O)c2ccc(OC)cc2)nnc1-c1cccnc1	93	96	91	97	-3	102	1	-0.4	96	9	-4
C/C(CC(=O)NCCCN1CCOCC1)=N\NC(=O)COc1ccc(Cl)cc1	100	99	100	100	24	100	1	0.5	100	6	-3
CCC(CC)C(=O)Nc1cc([N+](=O)[O-])ccc1Cl	98	103	103	101	-16	102	13	0.9	102	14	9

Reformatted with each value named: entries from further up.
> Cc1ccc(C(=O)NCCCCNC(=O)c2ccc(C)o2)o1
  Rac1 act GTP bind = 101
  Rac1 wt modul = 109
  Cdc42 wt GTP = 102
  Rab2 wt GTP = 101
  Pf gametocyte = /
  Rab7 wt modul = 101
  ABCG2 block = 9
  ABCB1 block = -0.1
  HRas wt GTP bind = 101
  Avidin bead fluor = 11
  Mcl1-Noxa inh = 0
> CCSc1nnc(CNC(=O)C23CC4CC(CC(C4)C2)C3)n1Cc1ccccc1
  Rac1 act GTP bind = 96
  Rac1 wt modul = 103
  Cdc42 wt GTP = 99
  Rab2 wt GTP = 100
  Pf gametocyte = /
  Rab7 wt modul = 102
  ABCG2 block = 14
  ABCB1 block = 1.4
  HRas wt GTP bind = 99
  Avidin bead fluor = 11
  Mcl1-Noxa inh = 15
> CCN1C(=O)C(Cc2nc3ccccc3c(=O)n2-c2ccccc2)c2ccccc21 (stereo unspecified)
  Rac1 act GTP bind = 100
  Rac1 wt modul = 103
  Cdc42 wt GTP = 102
  Rab2 wt GTP = 103
  Pf gametocyte = -7
  Rab7 wt modul = 103
  ABCG2 block = 6
  ABCB1 block = 4.9
  HRas wt GTP bind = 101
  Avidin bead fluor = 7
  Mcl1-Noxa inh = -10
> COc1ccc(CC(=O)NNC(=O)c2cccs2)cc1OC
  Rac1 act GTP bind = 101
  Rac1 wt modul = 105
  Cdc42 wt GTP = 101
  Rab2 wt GTP = 97
  Pf gametocyte = 1
  Rab7 wt modul = 99
  ABCG2 block = -1
  ABCB1 block = 0.1
  HRas wt GTP bind = 100
  Avidin bead fluor = 10
  Mcl1-Noxa inh = 19

Going on with the list:
SMILES	Rac1 act GTP bind	Rac1 wt modul	Cdc42 wt GTP	Rab2 wt GTP	Pf gametocyte	Rab7 wt modul	ABCG2 block	ABCB1 block	HRas wt GTP bind	Avidin bead fluor	Mcl1-Noxa inh
CS(=O)(=O)c1ccc2nc(NC(=O)c3cccc(NS(=O)(=O)c4ccc(F)c(F)c4)c3)sc2c1	93	96	95	91	12	96	-7	-1.0	95	5	-27
Cc1ccc2nc(NC(=O)C3CC(=O)N(Cc4ccco4)C3)sc2c1 (stereo unspecified)	97	100	97	99	-13	99	6	0.5	95	12	17
O=C(O)CSCC(=O)Nc1cc(C(F)(F)F)ccc1Cl	97	97	98	95	/	98	0	0.0	98	40	20
COC(=O)c1nn(-c2ccc(C)cc2)ccc1=O	95	99	95	97	/	97	5	0.0	94	9	13
Cc1c(NC=C(C#N)C#N)c(=O)n(-c2ccccc2)n1C	96	91	93	94	/	93	3	-0.1	95	8	5
Cc1nn2c(-c3cccnc3)ccnc2c1-c1ccccc1	100	102	103	99	-8	96	-4	-0.6	100	11	-2
CCOC(=O)CSc1nc2ccc(NC(=O)CSc3nnnn3Cc3ccccc3)cc2s1	93	97	97	96	-4	96	-2	-0.7	95	12	23
Cc1ccc(C(O)c2nccn2C)o1 (stereo unspecified)	97	99	100	97	/	103	5	0.5	99	25	8
CC1(C)CC(=O)C2=C(C1)OC(N)=C(C#N)C2c1ccccc1OC(=O)N1CCOCC1 (stereo unspecified)	99	102	102	99	/	98	-5	-0.9	99	26	-12
Cc1ccc2nsnc2c1S(=O)(=O)N1CCN(C(=O)C2CCCO2)CC1 (stereo unspecified)	101	104	100	100	/	101	1	0.7	102	12	4
CC(C)C(=O)NCCc1nc2ccccc2n1CCc1ccccc1	96	100	97	98	/	105	6	1.9	99	9	-7
COc1cccc(NC(=O)c2ocnc2C)c1	100	108	103	99	/	102	0	0.0	101	25	3
O=C(CCc1nc2ccccc2[nH]1)Nc1ccc(F)cc1	95	106	98	96	12	99	11	0.0	103	13	-2
CCCC(=O)Nc1cc(OC)c(C(=O)OC)cc1Cl	96	99	93	100	/	99	4	0.5	95	9	20
COc1ccc(OC)c2[nH]c(=O)c(CCNC(=O)C(C)C)cc12	102	104	103	103	/	102	3	0.2	100	7	7
O=C(CSCc1ccc(F)cc1)N1CCN(c2ccc(F)cc2)CC1	92	92	92	92	/	92	2	0.4	94	42	-11
Cc1cc(NC(=O)CSc2nc(C(C)C)nc3sc4c(c23)CCCC4)no1	94	91	93	90	/	92	-1	0.1	95	10	/
CCOC(=O)NC(=O)CSc1ccccn1	?	?	?	?	0	?	0	0.2	?	10	-14
CCCCN(C(=O)c1ccc(S(=O)(=O)N(C)C)cc1)c1nc2ccccc2s1	103	105	99	103	3	102	6	0.7	101	8	-14
O=C(NNc1ccccc1[N+](=O)[O-])Nc1ccccc1	98	104	101	100	/	100	4	0.5	101	10	3
O=C(/C=C/c1ccco1)OCc1nnc(-c2ccc(Cl)cc2)o1	92	93	90	91	13	89	2	-0.4	91	9	17
CC1CCN(CC(=O)Nc2ccc(Cl)cc2[N+](=O)[O-])CC1	97	100	96	97	17	94	4	0.8	98	18	7
CCOc1nc(NCCc2ccc(OC)c(OC)c2)nc(NC(C)(C)CO)n1	97	107	100	102	/	104	1	0.2	102	8	-2
O=C(CSc1nnc(C2COc3ccccc3O2)o1)Nc1nccs1 (stereo unspecified)	98	102	95	99	/	96	1	-0.1	97	7	-23
COc1ccc(C)cc1NC(=O)CSc1nnc(-c2ccccn2)n1Cc1ccco1	98	102	105	103	-13	101	1	0.8	104	7	5
COCCN(C(=O)c1cc(OC)c(OC)c(OC)c1)c1c(N)n(Cc2ccccc2)c(=O)[nH]c1=O	97	99	98	96	/	96	2	0.5	97	9	-3
CCc1nc2ccccc2n1Cc1ccc(OC)c(OC)c1	98	103	100	101	/	101	1	0.7	101	5	-9
CN(C)c1nc(N)nc(-c2cccnc2)n1	100	112	108	99	/	101	3	0.6	106	22	15
COc1ccc(CNC(=S)Nc2cccc(C)c2)cc1	99	99	96	98	1	98	7	0.6	95	4	-1
O=C(O)c1cc(Br)ccn1	99	100	97	97	4	95	6	0.5	96	9	25
COc1ccc(CCNS(=O)(=O)c2cc(/C=C/C(=O)O)ccc2C)cc1OC	99	102	100	99	14	95	5	1.1	99	10	5
CC(C)CC(=O)Nc1ccc(-c2nc3ccccc3c(=O)[nH]2)cc1	98	100	99	94	4	97	23	1.0	96	3	20
COc1ccccc1NC(=S)N(C(C)C)C(C)c1ccccn1 (stereo unspecified)	93	96	92	98	1	106	2	-0.1	96	6	2
c1ccc(-c2ccc(C(c3ccccc3)n3ccnc3)cc2)cc1 (stereo unspecified)	101	105	105	106	/	101	3&2	0.8	102	5&7	17&-35
O=C(CSc1ccc(/C=N/NC(=O)c2cccc(F)c2)o1)Nc1ccccc1	96	95	98	98	/	98	6	0.4	98	5	14
O=C(Cc1cccs1)N1CCC(c2nc3c(nnn3Cc3ccccc3Cl)c(=O)[nH]2)CC1	98	103	105	99	/	102	12	0.7	99	35	6
O=C(N=Nc1c(O)n(Cc2ccccc2)c2ccccc12)c1ccc(O)cc1	98	100	104	97	-38	99	-2	0.9	98	8	-6
O=C(CCNc1ccc(Cl)c(C(F)(F)F)c1)c1ccco1	98	98	98	97	/	99	4	0.2	100	9	5
CC(C)(C)C1(C)OC(C(N)=O)C(C(N)=O)O1 (stereo unspecified)	100	100	100	102	15	105	1	0.5	102	13	-14
CCN(CC)C(=O)C[n+]1cccc(C(N)=O)c1	98	102	98	99	-12	98	1	0.1	98	4	1
CC1CC2=C(NC(=S)NC2c2cccc(F)c2)/C(=C/c2cccc(F)c2)C1 (stereo unspecified)	93	95	91	95	-9	104	-1	-0.4	95	8	-7
Cc1cc2n(n1)SC(Nc1ccc(F)cc1)N2 (stereo unspecified)	94	99	94	99	-2	94	0	-0.7	97	3	-10
Cc1cc(C)n(C(=O)CCC2COc3ccccc3O2)n1 (stereo unspecified)	95	95	95	95	13	94	2	0.3	98	8	-11
Cc1cc(Cc2cc(C)c(N)cc2C)c(C)cc1N	96	99	95	94	-14	96	0	0.2	97	20	0
CC(=O)OCC1OC(n2ccc3ccccc32)C(OC(C)=O)C(OC(C)=O)C1OC(C)=O (stereo unspecified)	99	100	96	98	/	98	0	0.1	99	2	1
